Screening data from PubChem BioAssay.
HCV inh = HCV inhibition. Huh7.5.1 HCVcc-Cre infection, luciferase reporter, 44 h. Potency, µM (doses to about 41.8 µM), without a hit: top-dose activity change, negative = inhibition, most hits filed as inhibitors. actives 3.4% (n = 340,000). AID 651820; also: potency is read from the fitted curve at half-maximal effect; % is scaled to controls: 0 for no effect and ±100 for the full control effect
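Cells seeded at 1,000/well and cultured 4 h, then compounds added followed by HCVcc-Cre virus (~0.5 moi). After 44 h further culture, luciferase substrate was added, plates held 15 min at room temperature, and luminescence read for 15 sec.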
Pf growth 48h = inhibits P. falciparum growth in the first generation, 48 h; Potency, µM (titrated, usually from 28.7 µM), without a hit: top-dose activity change, negative = inhibition, actives largely listed as inhibitors; AID 504832; P. falciparum luciferase growth in erythrocytes, 48 h; actives 5.9% (n = 310,000); also: potency is read from the fitted curve at half-maximal effect; % is scaled to controls: 0 for no effect and ±100 for the full control effect
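In quantitative HTS format, infected erythrocytes bearing luciferase-reporter parasites were treated for a single generation at 37 C. Luminescence after adding detection reagent served as the growth measure.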
Pf growth 96h = P. falciparum growth inhibition at 96 hour, primary screen for plastid delayed-death inhibitors | AID 504834 | P. falciparum luciferase reporter growth, 96 h | actives 6.9% (n = 320,000) | Potency, µM (top dose mostly 28.7 µM), without a hit: at the highest dose activity change, negative = inhibition, most hits filed as inhibitors; also: potency is read from the fitted curve at half-maximal effect; % is scaled to controls: 0 for no effect and ±100 for the full control effect
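P. falciparum expressing integrated firefly luciferase grown in erythrocytes (2% hematocrit, 0.05% parasitemia final) with compounds for 96 hours at 37 C, 5% CO2. Growth inhibition read as loss of luminescence after adding luciferase detection reagent.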
Cycloheximide cs = counter-screen hit for Shiga toxin inhibitors, cycloheximide. cell reporter, cycloheximide protein synthesis inhibition counterscreen. max response, %. actives 12% (n = 300,000). AID 2314; in the data active = max response mostly above about 13%, no sharp cut-off; inactive = mostly below about 14%; also: read at 38.3 µM for the half of the compounds with a filed dose; 0% is about no effect
FBPA Giardia inh = blocks Giardia fructose-bisphosphate aldolase activity; A8B2U2; purified Giardia FBPA; Potency, µM (titrated, usually from 59.6 µM), for inactives: at the top dose activity, negative = inhibition, actives largely listed as inhibitors; actives 0.71% (n = 290,000); also: potency is read from the fitted curve at half-maximal effect; % is scaled to controls: 0 for no effect and ±100 for the full control effect; nearly all actives have a fitted effect of over 55% in size
Target sequence (A8B2U2 whole entry, looked up): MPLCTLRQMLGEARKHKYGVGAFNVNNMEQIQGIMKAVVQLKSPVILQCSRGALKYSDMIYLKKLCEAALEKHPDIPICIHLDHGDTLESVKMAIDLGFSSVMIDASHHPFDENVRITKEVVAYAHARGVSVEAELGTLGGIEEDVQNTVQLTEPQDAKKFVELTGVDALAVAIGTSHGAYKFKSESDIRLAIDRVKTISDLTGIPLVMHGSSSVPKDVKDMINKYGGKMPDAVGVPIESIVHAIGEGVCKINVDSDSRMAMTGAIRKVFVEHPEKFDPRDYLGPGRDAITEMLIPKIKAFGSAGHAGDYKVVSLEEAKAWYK
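40 nM FBPA preincubated 10 min at RT with compound (up to 57.5 uM final), then substrate plus GAPDH/TPI/NAD/arsenate coupling and diaphorase/resazurin added. Fluorescence read after 20 min at RT, 525/598 nm.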
Shiga toxin inh = inhibitors of Shiga toxin in Vero cells | Vero cells, Shiga toxin protein synthesis inhibition reporter | inhibition, % at 38.7 µM | actives 9.2% (n = 290,000); in the data active = inhibition mostly above about 28%, no sharp cut-off; inactive = mostly below about 43%; also: 0% is about no effect
Active calls of the source: *; ? = inconclusive; . = not tested or not shown; [ ] = remark or other dose. Unless noted, calls follow the shape of the dose curve; as a rule, active = well fitted curve in the direction sought with a large enough effect; inconclusive = small, poorly fitted or top-dose-only effect, or another doubt; inactive = no such curve, though single readings can be large; an effect the other way counts as inactive or inconclusive.

#1 N#Cc1ccc(OCC(=O)Nc2ccccc2NS(=O)(=O)c2cccs2)cc1
#2 Cc1ccc(C)c(C(=O)C(C)OC(=O)CN2C(=O)NC3(CC(C)CC(C)(C)C3)C2=O)c1 (stereo unspecified)
#3 COc1cccc(C(=O)OCC(=O)Nc2ccc(N3CCOCC3)cc2)c1
#4 COc1ccc(NC(=O)CCC(=O)c2ccc(C(C)C)cc2)cc1
#5 CSc1ccccc1NC(=O)CN(C)C(=O)Cc1c(F)cccc1Cl
#6 COC(=O)c1ccccc1OCC(=O)N1CCN(c2ccc(OC)cc2)CC1
#7 O=C(NC1CCc2ccccc21)c1cc(COc2c(F)cccc2F)on1 (stereo unspecified)
#8 COCCN=C1NN=C(c2cc(C)n(CC3CCCO3)c2C)CS1 (stereo unspecified)

entry no.,1,2,3,4,5,6,7,8
Pf growth 48h,4%,0%,32%[activator],29%,-1%,-2%,7%,?
FBPA Giardia inh,1%,.,.,6%,-3%,0%,-5%,-12%
Pf growth 96h,14%,-13%,28%,43%[activator],23%,0%,24%,9.3µM*
Cycloheximide cs,2,-2,.,5,-6,-2,21*,-3
Shiga toxin inh,28,-2,.,12,-7,23,37,29
HCV inh,31%[activator],26%,15%,-21%,-11%,16%,6%,-26%

Of the compounds above, these contain sulfur:
#1 N#Cc1ccc(OCC(=O)Nc2ccccc2NS(=O)(=O)c2cccs2)cc1
#5 CSc1ccccc1NC(=O)CN(C)C(=O)Cc1c(F)cccc1Cl
#8 COCCN=C1NN=C(c2cc(C)n(CC3CCCO3)c2C)CS1 (stereo unspecified)

entry no.,1,5,8
Pf growth 48h,4%,-1%,?
FBPA Giardia inh,1%,-3%,-12%
Pf growth 96h,14%,23%,9.3µM*
Cycloheximide cs,2,-6,-3
Shiga toxin inh,28,-7,29
HCV inh,31%[activator],-11%,-26%

Remaining list, next part
#9 CCN(CC)S(=O)(=O)c1ccc(C)c(NC(=S)NNC(=O)C2CC2)c1
#10 COc1ccc(/C(N)=N/OC(=O)Cc2ccccc2)cc1
#11 CCOC(=O)N1CCN(C(=O)COc2cccc3c2CCN(Cc2cccc(C)c2)C3=O)CC1
#12 Cc1cc2c(c(=O)o1)C1(C(=O)N(CC(=O)O)c3ccccc31)C(C#N)=C(N)O2 (stereo unspecified)
#13 O=C(CCC(=O)Nc1ccccc1)N/N=C/c1ccncc1
#14 Cc1ccsc1C(=O)Nc1cc(C(C)(C)C)nn1-c1ccccc1
#15 O=C(NCc1nnc(SCC(=O)N2CCCC2)o1)c1ccccc1
#16 CC(=O)CC(C)=NCCN=C(C)CC(C)=O

entry no.,9,10,11,12,13,14,15,16
Pf growth 48h,-16%,114%[activator],-26%,27%,?,?,-12%,19%
FBPA Giardia inh,-2%,-1%,5%,-11%,-25%,0%,-9%,15%
Pf growth 96h,1%,-11%,-36%,?,10%,.,26%,?
Cycloheximide cs,6,47*,-1,-1,23*,-2,0,-5
Shiga toxin inh,-9,90*,14,-3,5,-27,33,-3
HCV inh,-3%,-1%,?,4%,5%,?,13%,3%

#17 O=C(Nc1ccccc1F)Nc1ccccc1N1CCCCC1
#18 COc1ccccc1/C=N/NC(=O)CCSc1ccccc1
#19 O=C(Nc1ccc2c(c1)OCO2)C1CC1
#20 O=C1C=CN(Cc2ccccc2)CC1
#21 COC(=O)C1=C(c2ccc(C(C)=O)cc2)C[C@@H]2CC[C@H]1N2C
#22 Cc1ccc(-n2ncc3c2CCCC3NC(=O)CCCN2CCCC2=O)cc1C (stereo unspecified)
#23 O=C(CC1C(=O)NCCN1C(=O)Nc1ccccc1)Nc1cccc(C(F)(F)F)c1 (stereo unspecified)
#24 COc1cccc(C(=O)Nc2nc3ccccc3s2)c1

entry no.,17,18,19,20,21,22,23,24
Pf growth 48h,?,55%[activator],104%[activator],10%,23%,?,-13%,323%[activator]
FBPA Giardia inh,-6%,?,.,6%,.,-1%,-6%,-9%
Pf growth 96h,?,0%,82%[activator],55%[activator],12%,4.7µM*,-13%,15µM*
Cycloheximide cs,10.0*,-2,.,-5,.,8,-2,35*
Shiga toxin inh,11,-4,.,-5,.,2,10,57*
HCV inh,14µM*,-1%,2%,-2%,7%,10%,3%,-6%

An excerpt from above in order of number of heavy atoms, falling:
#17 O=C(Nc1ccccc1F)Nc1ccccc1N1CCCCC1
#21 COC(=O)C1=C(c2ccc(C(C)=O)cc2)C[C@@H]2CC[C@H]1N2C
#19 O=C(Nc1ccc2c(c1)OCO2)C1CC1

entry no.,17,21,19
Pf growth 48h,?,23%,104%[activator]
FBPA Giardia inh,-6%,.,.
Pf growth 96h,?,12%,82%[activator]
Cycloheximide cs,10.0*,.,.
Shiga toxin inh,11,.,.
HCV inh,14µM*,7%,2%

Next entries.
#25 Cc1cc(N/N=C/c2ccc3c(c2)OCO3)nc2ccccc12
#26 CCN(CC)CCNC(=O)CNC(=O)c1nn(-c2ccc(OC)cc2OC)c(=O)c2ccccc12
#27 O=C(c1csc(Nc2cccc3ccccc23)n1)N1CCCC1
#28 COc1ccccc1CNC(=O)c1ccc(CS(=O)(=O)c2ccccc2C)o1
#29 COc1cc(-c2noc(CCCC(=O)NC3CCCCC3)n2)cc(OC)c1OC
#30 O=C(CCn1c2c(c3ccccc31)CCCC2)NNC(=O)c1ccc(Cl)c([N+](=O)[O-])c1
#31 Cc1onc(-c2ccccc2Cl)c1C(=O)N(C)Cc1ccccc1
#32 OC1NC(=S)N(c2ccccc2)C1O (stereo unspecified)

entry no.,25,26,27,28,29,30,31,32
Pf growth 48h,?,.,?,-9%,?,-9%,-20%,18%
FBPA Giardia inh,-7%,0%,?,0%,7%,6%,2%,3%
Pf growth 96h,4.7µM*,?,?,?,.,-11%,-15%,-7%
Cycloheximide cs,47*,-3,8,-1,-1,-2,-2,1
Shiga toxin inh,79*,-6,-3,-4,17,49,-6,19
HCV inh,?,0%,-8%,-15%,-10%,10µM*,5%,16%

#33 CCn1nnnc1NCc1cccc(Cl)c1
#34 O=C(CCc1nnc2ccc(NCCCN3CCCC3=O)nn12)NCc1ccccc1Cl
#35 CCOCCCNC(=S)N1CCC(C(=O)c2ccc3c(c2)OCCO3)CC1
#36 CC(=O)Nc1ccc(NC(=O)CN(c2ccc(C34CC5CC(CC(C5)C3)C4)cc2)S(C)(=O)=O)cc1
#37 COc1cccc(C2/C(=C(/O)c3ccccc3)C(=O)C(=O)N2CCCC(=O)O)c1 (stereo unspecified)
#38 O=C(OCC(=O)c1cccc2ccccc12)c1ccc(CO)cc1
#39 OCC1(Cc2ccc(F)cc2)CCCN(Cc2ccc(F)cc2Cl)C1 (stereo unspecified)
#40 CN(Cc1ccccc1)C1CCNCC1

entry no.,33,34,35,36,37,38,39,40
Pf growth 48h,20%,10%,?,2%,8%,140%[activator],-5%,-18%
FBPA Giardia inh,4%,6%,-1%,-6%,-8%,-25%,-1%,?
Pf growth 96h,36%[5.75 µM],-20%,6%,-17%,.,148%[activator],?,-23%
Cycloheximide cs,-2,-3,6,-3,12,42*,-3,5
Shiga toxin inh,-2,20,-1,28,6,77*,-4,.
HCV inh,14%,8%,-15%,?,?,-28%,16%,?

#41 Cn1c(=O)c2c(nc(Br)n2CCSc2nc3ccccc3o2)n(C)c1=O
#42 COc1ccc(NC(C)(C)c2nnnn2-c2c(C)cccc2C)cc1
#43 CCC1Oc2ccccc2N(CC(=O)NCCCN2CCN(c3ccc(OC)cc3)CC2)C1=O (stereo unspecified)
#44 COc1ccc(-c2nn3c(C4CCCCC4)nnc3s2)cc1OC
#45 CCSc1nnc(NC(=O)CSc2nc3c(cc2C#N)CCCC3)s1
#46 COc1ccc(C(=O)Nc2ccc(C3CC3(Cl)Cl)cc2)cc1 (stereo unspecified)
#47 CCCOC(=O)c1ccc(NC(=O)c2cc(OC)c(OC)c(OC)c2Br)cc1
#48 O=C(NCC(=O)N1CCN(c2ccccc2)CC1)c1ccc(Br)o1

entry no.,41,42,43,44,45,46,47,48
Pf growth 48h,?,-5%,1%,.,56%[activator],175%[activator],-16%,2%
FBPA Giardia inh,-6%,4%,10%,9%,0%,-3%,-1%,.
Pf growth 96h,21%,-13%,?,?,29%,44%[1.15 µM],11%,?
Cycloheximide cs,-1,-2,-2,1,21,21*,-3,8
Shiga toxin inh,-12,1,-7,-15,25,32,-5,-7
HCV inh,-24%,-11%,-21%,-5%,-26%,?,7.1µM*,21%

#49 CC(C)(C)c1ccc(OCC(=O)Nc2ccncc2)c(Br)c1
#50 CC(=O)Nc1ccc(CN2CCc3c([nH]c4ccccc34)C2C(C)(C)C)cc1 (stereo unspecified)
#51 CCCS(=O)(=O)N1CCN(C(=O)COc2ccc(-c3ccccc3)cc2)CC1
#52 Cc1cc[n+](-c2nc3ccccc3nc2C(=C=[N-])C#N)cc1
#53 O=C(c1cc([N+](=O)[O-])cc([N+](=O)[O-])c1)N1CCN(C(=O)c2ccco2)CC1
#54 CC(C)(C)OC(=O)NC(Cc1ccccc1)C(O)c1ccco1 (stereo unspecified)
#55 COc1ccccc1CNC(=O)c1cccc(S(=O)(=O)N2CCCC2)c1
#56 Cn1c(=O)c2cc(S(=O)(=O)NCCC(=O)Nc3ccc(F)cc3F)ccc2n(C)c1=O

entry no.,49,50,51,52,53,54,55,56
Pf growth 48h,27%,-27%,-8%,-4%,27%,.,17%,-3%
FBPA Giardia inh,12%,-4%,2%,?,-4%,0%,.,3%
Pf growth 96h,?,-5%,-9%,?,6%,.,-6%,39%
Cycloheximide cs,31*,1,-2,0,-3,19,.,-3
Shiga toxin inh,100*,-5,3,-14,-11,32,.,3
HCV inh,-20%,4%,?,-5%,17%,.,-17%,11%

#57 CCC(=O)N1CCn2c1nc1ccccc12
#58 Cc1cccn2c(=O)c3cc(C(N)=S)c(=N)n(CCCOC(C)C)c3nc12
#59 COc1ccc(-c2nc(N)nc(N)n2)c(O)c1
#60 CCOC(=O)[C@H]1[C@H]2COc3ccc(Br)cc3[C@@H]2N2C(=O)c3cc(F)c(F)cc3NC(=O)[C@@]12C
#61 Cc1cn(C(=O)c2cccc(Br)c2)c(C)n1
#62 COc1ccc2c(c1OC)C(=O)N(c1cccc(C)c1)C2=O
#63 FC(F)(F)c1cccc(NC(=S)NCc2ccccc2)c1
#64 CCOc1ccc(S(=O)(=O)n2c([N+](=O)[O-])cnc2C)c(C)c1C
#65 CC12C=CC3(CN(Cc4ccccc4)C(=O)C3C1C(=O)NCc1ccco1)O2 (stereo unspecified)
#66 COc1ccc(C2=NN(C(=O)CCCC(=O)O)C(c3cn(-c4ccccc4)nc3-c3ccccc3)C2)cc1 (stereo unspecified)

entry no.,57,58,59,60,61,62,63,64,65,66
Pf growth 48h,23%,.,44%[activator],17µM*,?,12%,?,-1%,4%,-3%
FBPA Giardia inh,4%,-10%,.,.,1%,10%,1%,-1%,0%,-9%
Pf growth 96h,69%[activator],?,23%,?,1%,0%,3.3µM*,0%,?,29%
Cycloheximide cs,-1,-2,.,.,-1,43*,-2,-2,-4,3
Shiga toxin inh,-17,13,.,.,-4,56,-8,-6,-27,-13
HCV inh,?,11µM*,-13%,?,18%,6%,-11%,14%,-22%,-15%
